CCR6 antagonist: CCR6 receptor antagonists, primary screen, cell-based, CHO-K1, luminescence, beta-arrestin, uHTS | C-C chemokine receptor type 6 (Homo sapiens), P51684 | CHO-K1 CCR6 PathHunter beta-arrestin, CCL20-stimulated | inhibition, % at 20 µM | 340,000 tested, 0.49% active;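 active = compounds whose inhibition of the agonist-driven luminescence signal at 20 µM reaches about 50%, limit read from the data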;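 note: cells stimulated with CCL20 at 14 nM final; plate controls were DMSO with CCL20 for no effect and DMSO without agonist for full effect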
Target sequence (P51684 whole entry, looked up): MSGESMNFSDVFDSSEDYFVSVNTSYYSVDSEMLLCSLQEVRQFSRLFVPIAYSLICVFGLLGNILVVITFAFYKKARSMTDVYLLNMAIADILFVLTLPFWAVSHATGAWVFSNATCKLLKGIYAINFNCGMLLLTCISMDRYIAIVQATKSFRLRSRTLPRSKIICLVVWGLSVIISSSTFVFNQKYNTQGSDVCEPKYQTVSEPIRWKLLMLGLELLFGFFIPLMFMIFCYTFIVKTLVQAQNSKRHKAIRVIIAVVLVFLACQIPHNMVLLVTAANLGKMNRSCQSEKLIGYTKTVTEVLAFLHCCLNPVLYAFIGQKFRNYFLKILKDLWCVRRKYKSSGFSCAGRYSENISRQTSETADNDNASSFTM
NR3A LBD binder: binders of NR3A ligand-binding domain, primary screen, biophysical, differential scanning fluorimetry, uHTS; Tm shift relative to glycine control, % at 25 µM; NR3A LBD differential scanning fluorimetry, Tm shift; 0% = protein alone, 100% = glycine-bound protein; 340,000 tested, 2.5% active; AID 1259313, 2017;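 active = melting temperature shift of at least 10% of the positive control shift, at one fixed dose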
Gli-Sufu antag: Gli-Sufu pathway antagonists, primary screen, luciferase luminescence, Sufu-KO-LIGHT cells, uHTS; 340,000 tested, 0.74% active; inhibition, % at 5 µM; AID 588413, 2011; Sufu-KO-LIGHT fibroblasts, Gli luciferase reporter luminescence;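 active = inhibition above about 55%, limit read from the data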;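 note: 0% = DMSO-treated cells and 100% = wells with medium but no cells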
A3A deaminase: APOBEC3A ssDNA deaminase inhibitors, primary screen, selectivity assay for APOBEC3G inhibitor project, biochemical, FAM/TAMRA oligo cleavage fluorescence. inhibition, % at 20 µM. AID 493011, 2011. recombinant A3A, FAM/TAMRA ssDNA deamination fluorescence. 330,000 tested, 0.41% active;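 active = at least 40% inhibition at 20 µM here, with at most 30% in a related deaminase screen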;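 note: plate controls were A3A with DMSO for no effect and wells lacking A3A enzyme for full effect; some results filed as inactive read as strong as hits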
Target sequence (P31941 whole entry, looked up): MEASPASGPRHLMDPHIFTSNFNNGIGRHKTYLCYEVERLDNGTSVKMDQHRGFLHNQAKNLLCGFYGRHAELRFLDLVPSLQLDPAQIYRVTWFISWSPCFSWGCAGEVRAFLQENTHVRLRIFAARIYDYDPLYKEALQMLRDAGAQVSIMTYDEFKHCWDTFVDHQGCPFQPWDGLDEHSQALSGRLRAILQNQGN
EBI2 block: EBI2 receptor antagonists, beta-arrestin recruitment, primary screen, cell-based, luminescence, 7a,25-OHC stimulation, uHTS; inhibition, % at 5 µM; G-protein coupled receptor 183 (Homo sapiens), P32249; 360,000 tested, 0.81% active; 7a,25-OHC stimulated; AID 651636, 2012; in the data active = inhibition above about 38%;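 note: enzyme fragment complementation signal reports receptor beta-arrestin coupling in cells; 0% = agonist plus DMSO wells and 100% = wells without agonist; some results beyond the cut were filed as inactive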
Target sequence (P32249 whole entry, looked up, the tested form may be a part): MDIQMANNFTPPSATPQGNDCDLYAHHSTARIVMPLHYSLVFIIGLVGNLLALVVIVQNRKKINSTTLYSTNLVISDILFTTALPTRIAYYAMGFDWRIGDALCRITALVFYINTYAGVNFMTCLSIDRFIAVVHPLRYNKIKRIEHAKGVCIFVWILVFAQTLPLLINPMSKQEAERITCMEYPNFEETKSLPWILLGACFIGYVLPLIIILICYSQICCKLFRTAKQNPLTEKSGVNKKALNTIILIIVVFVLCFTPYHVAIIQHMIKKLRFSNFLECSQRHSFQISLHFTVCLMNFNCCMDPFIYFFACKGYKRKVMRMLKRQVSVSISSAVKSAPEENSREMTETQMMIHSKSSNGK
MPTP inh: mitochondrial permeability transition pore inhibitors, primary screen, biochemical, isolated mouse mitochondria, absorbance; Ca2+ swelling absorbance, 30 min; inhibition, % at 10 µM; 360,000 tested, 1.4% active; AID 602449, 2012;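 active = inhibition of 50% or more, scaled per plate between neutral and stimulator controls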;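 note: 0% = DMSO wells given calcium and 100% = 1 mM EGTA wells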
A3G deaminase: APOBEC3G DNA deaminase inhibitors, primary screen, biochemical, fluorescence, single-stranded DNA substrate, uHTS. DNA dC->dU-editing enzyme APOBEC-3G (Homo sapiens), Q9HC16. AID 493012, 2011. inhibition, % at 20 µM. 330,000 tested, 0.28% active. recombinant A3G, ssDNA deamination FAM/TAMRA fluorescence;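 active = inhibition of at least 40% at 20 µM, with no more than 30% in the related APOBEC3A deaminase screen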;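 note: plate controls were DMSO wells with A3G for no effect and wells lacking A3G enzyme for full effect; some compounds called inactive have numbers as strong as hits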
CXCR6 inh: CXCR6 receptor inhibitors, primary screen, cell-based, beta-arrestin, luminescence, CHO-K1 PathHunter, 1536-well. inhibition, % at 20 µM. 360,000 tested, 0.36% active. AID 602244, 2012; in the data active = inhibition above about 34%, passing the limit was not always enough;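 note: antagonist mode with CXCL16 agonist at 10 nM final; 0% = 10 nM CXCL16 with DMSO and 100% = unstimulated wells without agonist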
Active calls of the source: *; & = joins results of further samples; ! = repeats disagree.

The opening 2 records (preview)
Results for COc1cc(/C=C/C(=O)Nc2ccc3[nH]c(=O)[nH]c3c2)cc(OC)c1OC ?
CCR6 antagonist: 9; NR3A LBD binder: -2; Gli-Sufu antag: 2; A3A deaminase: 0; EBI2 block: -5; MPTP inh: -0.9; A3G deaminase: -12; CXCR6 inh: 0

Results for CN(C)c1nc(-c2cn(CCC#N)c3ccccc23)cs1 ?
CCR6 antagonist: 5; NR3A LBD binder: 0; Gli-Sufu antag: -4; A3A deaminase: -4; EBI2 block: 1; MPTP inh: 2.6; A3G deaminase: -16; CXCR6 inh: 6

Main list, previewed entries included:
Results for COc1cc(/C=C/C(=O)Nc2ccc3[nH]c(=O)[nH]c3c2)cc(OC)c1OC ?
CCR6 antagonist: 9; NR3A LBD binder: -2; Gli-Sufu antag: 2; A3A deaminase: 0; EBI2 block: -5; MPTP inh: -0.9; A3G deaminase: -12; CXCR6 inh: 0

Results for CN(C)c1nc(-c2cn(CCC#N)c3ccccc23)cs1 ?
CCR6 antagonist: 5; NR3A LBD binder: 0; Gli-Sufu antag: -4; A3A deaminase: -4; EBI2 block: 1; MPTP inh: 2.6; A3G deaminase: -16; CXCR6 inh: 6

How did CC(c1ccon1)N(C)C(=O)c1ccc2nc(Cc3cccc(Cl)c3)oc2c1 (centres undefined) do in these assays?
CCR6 antagonist: 14; NR3A LBD binder: 0; Gli-Sufu antag: 1; A3A deaminase: -2; EBI2 block: -10; MPTP inh: 1.0; A3G deaminase: -3; CXCR6 inh: 2

How did CCOc1ccc(CN2CCN(Cc3cccc4c3OCO4)CC2CCO)cc1 (centres undefined) do in these assays?
CCR6 antagonist: 16; NR3A LBD binder: -1; Gli-Sufu antag: 27; A3A deaminase: -1; EBI2 block: -1; MPTP inh: -0.6; A3G deaminase: -6; CXCR6 inh: 7

How did Clc1cccc(N2CCN(CCNc3nc4ccccc4n4cnnc34)CC2)c1 do in these assays?
CCR6 antagonist: -14; NR3A LBD binder: -6; Gli-Sufu antag: 11; A3A deaminase: 1; EBI2 block: 9; MPTP inh: 7.7; A3G deaminase: -3; CXCR6 inh: -3

Results for CCC(C)NC(=O)CN1C(=O)COc2ccc(S(=O)(=O)N3CCOCC3)cc21 (centres undefined) ?
CCR6 antagonist: 0; NR3A LBD binder: 2; Gli-Sufu antag: 2; A3A deaminase: -4; EBI2 block: -6; MPTP inh: -0.7; A3G deaminase: -7; CXCR6 inh: 0

What do the screens show for `CCS(=O)(=O)N1CCN(c2ncnc3sc(C)c(C)c23)CC1`?
CCR6 antagonist: 18; NR3A LBD binder: -1; Gli-Sufu antag: -2; A3A deaminase: 2; EBI2 block: -7; MPTP inh: -0.1; A3G deaminase: -6; CXCR6 inh: 1

What do the screens show for `CCC(=O)CN(Cc1cc(OC)ccc1OC)S(=O)(=O)c1ccccc1Br`?
CCR6 antagonist: 36; NR3A LBD binder: 0; Gli-Sufu antag: -10; A3A deaminase: 9; EBI2 block: 1; MPTP inh: -2.0; A3G deaminase: 6; CXCR6 inh: 2

Results for CC(C)c1ccc(/C=C/c2[nH]c(=O)[nH]c(=O)c2[N+](=O)[O-])cc1 ?
CCR6 antagonist: 14; NR3A LBD binder: -5; Gli-Sufu antag: 7; A3A deaminase: 0; EBI2 block: 9; MPTP inh: -0.7; A3G deaminase: 13; CXCR6 inh: -6

Results for O=C(NCC(=O)N1CCN(Cc2ccccc2)CC1)c1cccs1 ?
CCR6 antagonist: 0; NR3A LBD binder: -1; Gli-Sufu antag: -27; A3A deaminase: 0; EBI2 block: -19; MPTP inh: -0.2; A3G deaminase: -3; CXCR6 inh: -1

What do the screens show for `N#CC12C(=O)NC(=O)C1(C#N)C21CCCC1` (centres undefined)?
CCR6 antagonist: -1; NR3A LBD binder: -2; Gli-Sufu antag: 6; EBI2 block: 6; MPTP inh: -1.7; CXCR6 inh: -3

Results for C[C@H]1COC(=O)[C@H](Cc2ccc(F)cc2)CC/C=C/C[C@@H](CC(=O)N[C@@H](CO)Cc2ccccc2)C(=O)N1 ?
CCR6 antagonist: 4; NR3A LBD binder: -2; Gli-Sufu antag: 19; A3A deaminase: 1; EBI2 block: -1; MPTP inh: 0.8; A3G deaminase: -1; CXCR6 inh: -14

What do the screens show for `O=S(=O)(c1ccc(Cl)cc1)N1CCN(Cc2cccnc2)CC1`?
CCR6 antagonist: 0; NR3A LBD binder: 1; Gli-Sufu antag: 6; A3A deaminase: 0; EBI2 block: -11; MPTP inh: -0.5; A3G deaminase: -2; CXCR6 inh: -7

Results for COCCNC(=O)c1ccc(NC(=O)C2(c3ccccc3)CCCC2)cc1 ?
CCR6 antagonist: -2; NR3A LBD binder: 0; Gli-Sufu antag: -2; A3A deaminase: 2; EBI2 block: 2; MPTP inh: -0.6; A3G deaminase: -2; CXCR6 inh: -10

Results for CNC(=O)NC(=O)COc1ccc2oc3c(c2c1)CCCC3 ?
CCR6 antagonist: -11; NR3A LBD binder: 1; Gli-Sufu antag: -3; A3A deaminase: -3; EBI2 block: -6; MPTP inh: -0.9; A3G deaminase: -13; CXCR6 inh: 19

Results for CS(=O)(=O)N(CC(=O)N1CCOCC1)c1ccccc1 ?
CCR6 antagonist: -6; NR3A LBD binder: 2; Gli-Sufu antag: 2; A3A deaminase: -2; EBI2 block: -10; MPTP inh: -0.9; A3G deaminase: -2; CXCR6 inh: -5

Results for O=c1c2ccccc2nc(-c2ccc(Cl)cc2)n1C1CCS(=O)(=O)C1 (centres undefined) ?
CCR6 antagonist: -6; NR3A LBD binder: 0; Gli-Sufu antag: 11; A3A deaminase: 1; EBI2 block: -9; MPTP inh: 0.8; A3G deaminase: -1; CXCR6 inh: 5

What do the screens show for `COc1ccc(-c2cc(N3C(=O)Nc4ccccc4N3O)n[nH]2)c(OC)c1`?
CCR6 antagonist: 3; NR3A LBD binder: 1; Gli-Sufu antag: 10; A3A deaminase: -3; EBI2 block: 1; MPTP inh: 0.4; A3G deaminase: -5; CXCR6 inh: -9

Results for Cc1ccc(OCCOCCNC(C)C)c(Br)c1 ?
CCR6 antagonist: 14; NR3A LBD binder: 0; Gli-Sufu antag: 4; A3A deaminase: 0; EBI2 block: -5; MPTP inh: -0.9; A3G deaminase: 2; CXCR6 inh: -2

How did O=C1NC(=O)C2(COC(c3cccc([N+](=O)[O-])c3)OC2)S1 (centres undefined) do in these assays?
CCR6 antagonist: 17; NR3A LBD binder: -3; Gli-Sufu antag: 2; A3A deaminase: 2; EBI2 block: 1; MPTP inh: 0.4; A3G deaminase: 3; CXCR6 inh: 3

Results for CC(=O)Nc1ccnc(-c2cccnc2)n1 ?
CCR6 antagonist: -9; NR3A LBD binder: -1; Gli-Sufu antag: 4; A3A deaminase: -8; EBI2 block: -10; MPTP inh: 0.4; A3G deaminase: -7; CXCR6 inh: 1

What do the screens show for `Cc1nc(SCC(N)=O)[nH]c(=O)c1CCC(C)C`?
CCR6 antagonist: -23; NR3A LBD binder: -3; Gli-Sufu antag: -1; A3A deaminase: -5; EBI2 block: -2; MPTP inh: 0.4; A3G deaminase: -5; CXCR6 inh: 4

Results for CCC(=O)Nc1cccc(-n2nnnc2SCC(=O)N2CCCCC2)c1 ?
CCR6 antagonist: 9; NR3A LBD binder: 0; Gli-Sufu antag: 59*; A3A deaminase: 1; EBI2 block: -4; MPTP inh: -0.2; A3G deaminase: -2; CXCR6 inh: -9

Results for CCC(C)Sc1cc(-c2nc3ccc(C)cn3c2NCc2ccccc2)ccc1OC (centres undefined) ?
CCR6 antagonist: 44; NR3A LBD binder: -30; Gli-Sufu antag: 66*; EBI2 block: -16&21; MPTP inh: 54*!; CXCR6 inh: 36&20

What do the screens show for `Cc1cccc(C(=O)N/N=C/c2cc(Br)c(Br)o2)c1`?
CCR6 antagonist: 6; NR3A LBD binder: -1; Gli-Sufu antag: -10; A3A deaminase: -1; EBI2 block: -6; MPTP inh: 24; A3G deaminase: -11; CXCR6 inh: -18

Results for O=C1NCC(c2ccccc2)(c2ccccc2)C(=O)N1 ?
CCR6 antagonist: 10; NR3A LBD binder: 0; Gli-Sufu antag: 3; EBI2 block: 5; MPTP inh: 0.1; CXCR6 inh: 4

How did COCC(=O)Nc1ccc(Br)cc1C do in these assays?
CCR6 antagonist: 6; NR3A LBD binder: -4; Gli-Sufu antag: 15; A3A deaminase: -7; EBI2 block: -2; MPTP inh: 0.2; A3G deaminase: -5; CXCR6 inh: 5

What do the screens show for `CC(=O)c1ccc(OCC(=O)c2ccc(-c3ccccc3)cc2)cc1`?
CCR6 antagonist: 1; NR3A LBD binder: 0; Gli-Sufu antag: 0; A3A deaminase: -2; EBI2 block: 17; MPTP inh: 0.4; A3G deaminase: -2; CXCR6 inh: -23

How did CNC(=S)N(CCO)Cc1cc2cc3c(cc2[nH]c1=O)OCO3 do in these assays?
CCR6 antagonist: -3; NR3A LBD binder: -3; Gli-Sufu antag: -53; A3A deaminase: 0; EBI2 block: -1; MPTP inh: 0.2; A3G deaminase: -2; CXCR6 inh: 4

Results for CCOc1ccc(CNC(=O)CCCn2nc(C)c3c(C)n(-c4ccc(C)cc4)nc3c2=O)cc1 ?
CCR6 antagonist: 23; NR3A LBD binder: 0; Gli-Sufu antag: -9; A3A deaminase: 4; EBI2 block: -3; MPTP inh: -1.3; A3G deaminase: 1; CXCR6 inh: 3

Results for CN1CCN(S(=O)(=O)c2ccc(Cl)cc2)CC1 ?
CCR6 antagonist: 7&8; NR3A LBD binder: 14*!; Gli-Sufu antag: 5&-2; A3A deaminase: -5; EBI2 block: 1&-2; MPTP inh: -0.1&-0.9; A3G deaminase: -4; CXCR6 inh: -5&-5

Results for O=C(NCC1CCCO1)c1cccc(Oc2ccc([N+](=O)[O-])cc2Cl)c1 (centres undefined) ?
CCR6 antagonist: -18; NR3A LBD binder: -12; Gli-Sufu antag: 18; A3A deaminase: 1; EBI2 block: 0; MPTP inh: 5.8; A3G deaminase: -3; CXCR6 inh: -10

Results for Cn1c(/C(C#N)=C(\O)c2ccc([N+](=O)[O-])s2)nc2ccccc21 ?
CCR6 antagonist: 40; NR3A LBD binder: -1; Gli-Sufu antag: -14; A3A deaminase: 0; EBI2 block: -9; MPTP inh: 0.7; A3G deaminase: -4; CXCR6 inh: 25

4 compounds drawn at random from those above, as already listed:
Results for O=C(NCC1CCCO1)c1cccc(Oc2ccc([N+](=O)[O-])cc2Cl)c1 (centres undefined) ?
CCR6 antagonist: -18; NR3A LBD binder: -12; Gli-Sufu antag: 18; A3A deaminase: 1; EBI2 block: 0; MPTP inh: 5.8; A3G deaminase: -3; CXCR6 inh: -10

How did COCC(=O)Nc1ccc(Br)cc1C do in these assays?
CCR6 antagonist: 6; NR3A LBD binder: -4; Gli-Sufu antag: 15; A3A deaminase: -7; EBI2 block: -2; MPTP inh: 0.2; A3G deaminase: -5; CXCR6 inh: 5

What do the screens show for `CC(=O)c1ccc(OCC(=O)c2ccc(-c3ccccc3)cc2)cc1`?
CCR6 antagonist: 1; NR3A LBD binder: 0; Gli-Sufu antag: 0; A3A deaminase: -2; EBI2 block: 17; MPTP inh: 0.4; A3G deaminase: -2; CXCR6 inh: -23

Results for O=c1c2ccccc2nc(-c2ccc(Cl)cc2)n1C1CCS(=O)(=O)C1 (centres undefined) ?
CCR6 antagonist: -6; NR3A LBD binder: 0; Gli-Sufu antag: 11; A3A deaminase: 1; EBI2 block: -9; MPTP inh: 0.8; A3G deaminase: -1; CXCR6 inh: 5
